Fam108B counter: mouse Fam108B serine hydrolase inhibitors, primary screen, counter-screen for RBBP9 inhibitor project, biochemical, fluorescence polarization | inhibition, % at 9.51 µM | recombinant Fam108B, FP-Rh probe fluorescence polarization | 300,000 compounds, 0.33% hits | AID 1947, 2009;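 active = inhibition above the screen mean inhibition plus 3 SD, computed separately per campaign, cut at about 18% in these data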;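 note: inhibitors lower polarization as less probe binds the enzyme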
MEX-5 binding: MEX-5 zinc finger RNA-binding disruptors – biochemical, C. elegans, fluorescence polarization, MLPCN library, primary screen; MEX-5/FITC-TCR2 RNA binding; active compounds read low; activity score (negative = inhibition of binding), % at 10 µM; 300,000 compounds, 0.38% hits;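 active = inhibition past about -25% in most replicates, and total fluorescence under double the plate's negative control median, limit read from the data; inconclusive = replicates evenly split on the limit, or fluorescence at least double controls; inactive = too little inhibition in most replicates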;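 note: 0% = DMSO and -100% = 5 µM competing unlabeled TCR2 RNA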
AGP1-GFP MLPCN: modulators of AGP1-GFP expression in yeast TOR pathway, primary screen, cell-based, multiplex flow cytometry, S. cerevisiae, MLPCN library | 3 h; GFP as percent of DMSO wells | GFP response vs DMSO, % at 10 µM | 320,000 compounds, 0.02% hits;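 active = GFP response relative to DMSO above a set limit, near screen average plus 3 SD, cut at about 150% in these data; inconclusive = fewer than 70 cells counted for the yeast strain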;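 note: median GFP channel fluorescence of the gated AGP1 strain per well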
MCL1 BIM primary: inhibitors of MCL1 binding to BIM-BH3, primary screen, biochemical, fluorescence polarization; Induced myeloid leukemia cell differentiation protein Mcl-1 (Homo sapiens), Q07820; GST-MCL1 / FITC-Bim-BH3 fluorescence polarization; inhibition, % at 10.9 µM; 320,000 compounds, 0.68% hits; AID 2057, 2009;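 active = inhibition above the mean inhibition of all tested compounds plus 3 SD, set per campaign, cut at about 40% in these data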;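 note: 0% = DMSO wells and 100% = unlabeled Bim-BH3 peptide control; higher means more loss of mP so more displacement of Bim peptide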
GLD-1 RNA inh: GLD-1/TGE RNA complex disruptors, primary screen, biochemical, fluorescence polarization. Female germline-specific tumor suppressor gld-1 (Caenorhabditis elegans), Q17339. 320,000 compounds, 0.44% hits. purified GLD-1 + fluorescein TGE RNA. inhibition, % at 5.96 µM;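 active = percent inhibition above a per-plate cutoff, the plate mean of test compounds plus 3 SD, cut at about 30% in these data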;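 note: 0% = DMSO wells with GLD-1 and probe and 100% = wells lacking GLD-1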
GRK2 aptamer HTS: compounds blocking aptamer binding on GRK2 – biochemical, human GRK2, bead flow cytometry, HTS, primary screen; Beta-adrenergic receptor kinase 1 (Homo sapiens), P25098; FAM-aptamer displacement from GRK2; inhibition of aptamer binding, % at 10 µM; 330,000 compounds, 0.59% hits;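 active = inhibition of aptamer binding above 40%, roughly 3 SD of noise, on plates passing a quality check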;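 note: median bead fluorescence of bound FAM aptamer so fluorescent compounds give negative values; no value below 0 was filed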
Target sequence (P25098 whole entry, looked up): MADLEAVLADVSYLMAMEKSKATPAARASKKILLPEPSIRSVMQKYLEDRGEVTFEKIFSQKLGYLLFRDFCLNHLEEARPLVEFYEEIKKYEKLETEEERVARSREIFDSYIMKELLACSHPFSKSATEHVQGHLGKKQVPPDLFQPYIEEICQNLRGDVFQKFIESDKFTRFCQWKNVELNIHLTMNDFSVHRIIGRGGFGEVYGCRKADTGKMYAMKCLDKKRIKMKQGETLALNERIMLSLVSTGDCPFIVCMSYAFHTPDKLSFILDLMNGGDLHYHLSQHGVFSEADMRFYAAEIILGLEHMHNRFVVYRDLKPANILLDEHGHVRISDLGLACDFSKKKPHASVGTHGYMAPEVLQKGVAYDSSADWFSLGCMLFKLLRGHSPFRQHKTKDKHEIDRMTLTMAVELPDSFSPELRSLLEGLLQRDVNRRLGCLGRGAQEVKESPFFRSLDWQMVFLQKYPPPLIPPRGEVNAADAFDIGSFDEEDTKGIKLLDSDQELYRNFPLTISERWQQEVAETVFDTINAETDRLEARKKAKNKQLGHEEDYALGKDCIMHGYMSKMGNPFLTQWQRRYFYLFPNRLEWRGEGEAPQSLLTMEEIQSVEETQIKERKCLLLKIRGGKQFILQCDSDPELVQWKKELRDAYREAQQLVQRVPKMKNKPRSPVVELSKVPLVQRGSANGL
VLA-4 inh: inhibition in human VLA-4 binding assay, primary screen, VLA-4 allosteric modulator project, MLPCN library, flow cytometry, VLA-4 expressing cells; ligand binding flow cytometry; inhibition, % (about 7 µM as worked out from the volumes in the protocol); 330,000 compounds, 0.2% hits; in the data active = inhibition above about 50%
CIT2-GFP yeast: modulators of CIT2-GFP expression in yeast, primary screen, S. cerevisiae, GFP fusion, multiplex flow cytometry, MLPCN library; AID 2029, 2009; GFP response vs DMSO, % at 10 µM; 320,000 compounds, 0.065% hits; S. cerevisiae CIT2-GFP strain, 3 h; 100 means same as DMSO wells;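 active = GFP response relative to DMSO above a set limit, near the screen mean plus 3 SD, cut at about 150% in these data; inconclusive = Fewer than 70 cells measured for a yeast strain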;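 note: ratio of well median GFP fluorescence to mean of DMSO wells on the plate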
BCLXL inh: inhibitors of human Bcl-xL, primary screen, biochemical, fluorescence polarization, HTS. inhibition, % at 10.9 µM. 320,000 compounds, 0.7% hits. GST-Bcl-xL / FITC-Bim BH3 peptide fluorescence polarization. Bcl-2-like protein 1 (Homo sapiens), Q07817. AID 2129, 2009;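 active = inhibition above the mean of all tested compounds plus 3 SD, cutoff set per campaign, cut at about 30% in these data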;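 note: 0% = DMSO wells and 100% = unlabeled Bim-BH3 peptide competitor; inhibitors lower millipolarization by displacing the labeled peptide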
Target sequence (Q07817 whole entry, looked up): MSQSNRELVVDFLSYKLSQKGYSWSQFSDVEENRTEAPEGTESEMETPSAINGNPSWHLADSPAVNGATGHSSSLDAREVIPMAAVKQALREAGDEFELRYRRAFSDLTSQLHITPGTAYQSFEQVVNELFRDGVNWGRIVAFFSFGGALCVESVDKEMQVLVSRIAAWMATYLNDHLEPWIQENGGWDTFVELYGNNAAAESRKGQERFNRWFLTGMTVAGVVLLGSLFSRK
An asterisk follows results filed as active; ? = inconclusive; . = not tested or not shown; + = active, no number.

Sample of the layout, two compounds:
SMILES | Fam108B counter | MEX-5 binding | AGP1-GFP MLPCN | MCL1 BIM primary | GLD-1 RNA inh | GRK2 aptamer HTS | VLA-4 inh | CIT2-GFP yeast | BCLXL inh
CN1CCC(O)(c2ccc(Cl)cc2)C(C(=O)c2ccc(Cl)cc2)C1 (stereo not given) | 2 | 0.8 | 99 | 9 | -8 | 0 | 9 | 115 | -2
O=C(c1cnn2c(C(F)(F)F)cc(-c3ccccc3)nc12)N1CCC2(CC1)OCCO2 | 4 | 1.7 | 109 | 5 | 1 | 2 | 3 | 107 | 4

The listing, from the start:
SMILES | Fam108B counter | MEX-5 binding | AGP1-GFP MLPCN | MCL1 BIM primary | GLD-1 RNA inh | GRK2 aptamer HTS | VLA-4 inh | CIT2-GFP yeast | BCLXL inh
CN1CCC(O)(c2ccc(Cl)cc2)C(C(=O)c2ccc(Cl)cc2)C1 (stereo not given) | 2 | 0.8 | 99 | 9 | -8 | 0 | 9 | 115 | -2
O=C(c1cnn2c(C(F)(F)F)cc(-c3ccccc3)nc12)N1CCC2(CC1)OCCO2 | 4 | 1.7 | 109 | 5 | 1 | 2 | 3 | 107 | 4
CC1CN=C(Nc2ccc(F)c(Cl)c2)S1 (stereo not given) | -2 | -0.4 | 101 | 5 | -5 | 0 | 3 | 96 | 2
CCOC(=O)N(C)c1ccc(C(O)(C(=O)OCC)C(F)(F)F)cc1 (stereo not given) | 0 | 0.6 | 95 | -4 | 5 | 2 | 11 | 88 | 0
CC1CCCCN1Cc1ccc(Cl)nc1 (stereo not given) | 1 | -0.9 | 107 | -1 | -1 | 1 | 0 | 102 | 4
CC(C)NC(=O)c1ccc(N2CC3CC(C2)c2cccc(=O)n2C3)c([N+](=O)[O-])c1 (stereo not given) | -1 | 2.8 | 114 | 15 | 6 | 0 | 11 | 119 | 5
CCOc1c(P(=S)(N(C)C)N(C)C)c(C)nn1-c1ccccc1 | -2 | 3.0 | 93 | 5 | -3 | 1 | 6 | 85 | 0
CCn1c(C(=O)N2CCC(C(=O)N3CCC4(CC3)OCCO4)CC2)cc2sccc21 | 6 | . | 106 | 1 | 6 | 1 | 12 | 108 | 5
CCCn1c(C(=O)c2ccc(OC)cc2)nc2ccccc21 | -1 | 1.4 | 107 | 1 | 7 | 0 | 0 | 109 | 7
CC(=O)Nc1nnc(CCN(CCc2nnc(NC(C)=O)s2)[N+](=O)[O-])s1 | 1 | -2.0 | 100 | 3 | 5 | 2 | 18 | 95 | 0
COCCNCCOc1ccc(C(C)(C)c2ccccc2)cc1 | 1 | 0.7 | 92 | -12 | 2 | 0 | -7 | 93 | -4
COC(=O)C1=C(c2cccc(C#N)c2)C[C@@H]2CC[C@H]1N2C(=O)NCCCOC(C)C | . | . | 103 | 2 | 0 | 1 | -2 | 98 | 0
O=c1[nH]c2ccccc2n1CCCN1CCC(n2c(=O)[nH]c3cc(Cl)ccc32)CC1 | 19* | 0.9 | 92 | 54* | 29 | 0 | 47 | 82 | 37*
COCCOC(=O)C1=C(N)Oc2c(c(=O)oc3ccccc23)[C@@]12C(=O)Nc1ccccc12 | 3 | -1.0 | 101 | 3 | -2 | 4 | -6 | 96 | 5
C=Cn1ccnc1P(=S)(c1ccn(C)c1)c1nccn1C=C | 0 | 1.4 | 100 | 4 | -2 | 0 | -37 | 95 | -4
CC(=NCC1CCCO1)c1c(O)n(-c2ccc(C)cc2)c(=O)[nH]c1=O (stereo not given) | -4 | -1.2 | 89 | 3 | 1 | 0 | 23 | 91 | 3
Cc1cc(N2CCCC2)ccc1C=C(C#N)C#N | -7 | ? | 110 | 180* | -70 | 0 | 7 | 103 | 119*
Cc1cc(OCC(=O)N2CCC(C(=O)O)(c3ccccc3)CC2)c2c(C)c(C)c(=O)oc2c1 | -1 | -0.8 | 109 | 0 | 3 | 0 | 23 | 102 | 3
CCC(=Nc1cc(OC)ccc1OC)c1c(O)[nH]c(=O)[nH]c1=O | 0 | 3.4 | 104 | 15 | 8 | 16 | 3 | 107 | 11
CCCCOc1ccc(CCN)cc1Cl | 1 | 1.2 | 105 | 0 | 6 | 0 | 23 | 104 | 4
C=CCn1c(O)c(C(C)=NCc2cccnc2)c(=O)[nH]c1=O | -1 | 9.7 | 105 | 0 | -1 | 0 | 4 | 98 | -2
CC1CN(C(=O)CCC(=O)N2CCC3(CC2)OCCO3)c2cc(Cl)ccc2O1 (stereo not given) | -2 | -3.4 | 103 | -1 | 1 | 1 | 8 | 100 | 2
C[C@]12CCC3C(CC[C@H]4C[C@@H](O)CC[C@]34C)C1C[C@@H](O)[C@H]2O (stereo not given in full) | . | . | 89 | . | 3 | 0 | -5 | 91 | .
Cc1ccc(NC(=O)c2ccc(C)c(S(=O)(=O)N3CCCCC3)c2)nc1 | 3 | -0.9 | 105 | 1 | 4 | 5 | 8 | 102 | -1
CC(N)Cc1c[nH]c2ccc(OCc3cccs3)cc12 (stereo not given) | -2 | 1.3 | 93 | 7 | 2 | 0 | 20 | 110 | 4
CC(C)OC(=O)Nc1ccc(N=C(N)N[N+](=O)[O-])cc1 | 4 | 0.2 | 93 | -2 | -4 | 0 | 11 | 97 | 3
CN1CCN(c2ccc(NC(=O)C(C)(C)C)cc2)CC1 | 3 | 1.2 | 102 | 2 | -6 | 5 | 6 | 98 | 6
CCn1c(O)c(C=Nc2cc(Cl)ccc2Cl)c(=O)n(CC)c1=O | 4 | 0.7 | 98 | -6 | -7 | 0 | 3 | 103 | -1
C[C@H]1CC[C@H]2NCCN[C@H]2C1 | 1 | -2.3 | 106 | -6 | 6 | 1 | 1 | 106 | -3
Cc1ccccc1N1C(=O)NC(=O)/C(=C\c2ccc3c(c2)CCCN3Cc2ccccc2)C1=O | -1 | 1.3 | 104 | -129 | -1 | 0 | -23 | 98 | -48
Nc1ccc2nonc2c1[N+](=O)[O-] | 4 | ? | 100 | + | + | 4 | -8 | 101 | +
O=C1NC(=O)N(c2ccccc2)C(=O)/C1=C\c1ccc([N+](=O)[O-])o1 | 9 | -2.0 | 120 | 42* | 12 | 93* | 11 | 139 | 36*
CCOc1cc2c(cc1OCC)-n1cccc1C(c1ccc(OC)c(O)c1)NC2 (stereo not given) | 5 | -0.7 | 109 | -2 | -2 | 0 | 5 | 106 | -2
COc1ccc(OCC(=O)N2CCN(CC3CC4C=CC3C4)CC2)cc1 (stereo not given) | -1 | -1.4 | 101 | 5 | -1 | 0 | -1 | 100 | 7
O=c1[nH]c(=O)n(C2CCCCCC2)c(O)c1C=NC1CCN(Cc2ccccc2)CC1 | -2 | 8.3 | 98 | 4 | -1 | 0 | -37 | 105 | 0
COc1ccc2nc(NC(=O)CCc3nc(C4=CCN(C)CC4)no3)sc2c1 | -1 | 1.0 | 99 | 14 | -1 | 2 | -17 | 98 | 8
COP(=O)(OC)C(NC(=O)C(C)(C)C)=C(Cl)Cl | 0 | -1.6 | 98 | -1 | 6 | 0 | -6 | 90 | 1
COP(=S)(OC)SCN1C(=O)c2ccccc2C1=O | -2 | -1.4 | ? | 3 | 4 | 2 | 4 | ? | 9
O=C(/C=C/c1ccc2c(c1)OCO2)c1c(O)n(CCc2ccccc2)c(=O)[nH]c1=O | -4 | ? | 102 | -6 | -6 | 7 | -1 | 96 | 0
CC1(C)Cc2c(sc3c2C(=O)NC(c2cccnc2)N3)CO1 (stereo not given) | 0 | -3.1 | 103 | 1 | -5 | 0 | -11 | 98 | 5
CC1=Nc2ccccc2/C1=C/c1c(O)[nH]c(=O)[nH]c1=O | -1 | -1.7 | 21 | 3 | 3 | 0 | 4 | 103 | -3
CC12CC(c3ccccc3O1)C(C(=O)OCc1ccccc1)C(=O)N2 (stereo not given) | 0 | -0.5 | 100 | 6 | -2 | 0 | -1 | 101 | 7
CC(C)CCn1c(=O)c(C(=O)NCc2ccc3c(c2)OCO3)c(O)c2ccccc21 | 0 | -0.8 | 95 | 4 | 6 | 4 | 2 | 99 | 8
O=C(Nc1cccc(Cl)c1)c1c(O)c2c(n(Cc3ccco3)c1=O)CCCC2 | 7 | 0.1 | 101 | 5 | 6 | 4 | -13 | 94 | 7
CCOC(=O)c1cc(CC)sc1/N=C/C1C(=O)NC(=S)NC1=O | -3 | -13 | 100 | -47 | -32 | 0 | -8 | 92 | -33
Cc1ccc(CN2CCN(CC(=O)N3CCC4(CC3)OCCO4)C2=O)cc1 | -3 | 0.8 | 99 | 8 | -3 | 1 | -2 | 89 | 1
CC(=O)Nc1ccc(C(c2c(O)c3ccccc3oc2=O)c2c(C)n(C)n(-c3ccccc3)c2=O)cc1 (stereo not given) | -1 | -2.2 | 98 | 0 | 4 | 0 | 2 | 89 | 7
O=c1cccc2n1CC1CC2CN(Cc2c(F)cccc2Cl)C1 (stereo not given) | 2 | -3.0 | 101 | -1 | 6 | 2 | 2 | 102 | 3
CCOC(=O)c1c(C)[nH]c(C(=O)C(C)N2CCCC2)c1C (stereo not given) | -2 | -2.9 | 92 | -2 | -1 | 0 | 13 | 110 | 1
COc1ccc(CNCCc2ccc(Cl)cc2Cl)cc1 | -2 | 2.2 | 100 | 7 | -3 | 0 | 1 | 103 | -3
CCCCP(=O)(O)CCC(=O)O | 2 | 0.9 | 96 | 7 | -5 | 0 | -9 | 103 | 3
Cc1ccc(S(=O)(=O)N(C)c2ccc(C(=O)NCC3(N(C)C)CCCCC3)cc2)cc1 | 4 | -0.4 | 95 | 8 | 2 | 0 | 0 | 107 | 0
Cc1nc2ccccc2c(=O)n1-c1cccc(C(F)(F)F)c1 | 7 | 2.1 | 102 | 8 | 5 | 1 | 0 | 102 | 2
CNCC[C@@H](Oc1ccc(C(F)(F)F)cc1)c1ccccc1 | 5 | . | 91 | 9 | 0 | 0 | -6 | 97 | 4
CCC(=Nc1ccc(OC)cc1OC)c1c(O)[nH]c(=O)[nH]c1=O | 1 | 0.1 | 100 | -1 | 4 | 2 | 2 | 98 | 3
Cc1cccc(C)c1NC(=O)c1cccn(Cc2ccc3c(c2)OC(F)(F)O3)c1=O | -3 | 1.0 | 102 | -3 | 6 | 0 | -8 | . | -3
Cc1cc(C)n(CCOC(=O)C2C(C=C(Cl)Cl)C2(C)C)n1 (stereo not given) | 8 | 1.9 | 99 | -2 | -1 | 3 | -4 | 89 | -4
Cc1ccc(N2C(=O)NC(=O)/C(=C/c3ccc(OC(=O)c4cccs4)cc3)C2=O)cc1 | 1 | -2.1 | 99 | 2 | -9 | 0 | 3 | 103 | -5
COC(=O)C1=C(c2cccc(OCc3ccccc3)c2)C[C@@H]2CC[C@H]1N2C(=O)NCc1ccc(C(C)(C)C)cc1 | . | . | 100 | 4 | -2 | 2 | -7 | 105 | 5
CN1CCN(Cc2nc3ccccc3c(=O)[nH]2)CC1 | -1 | 0.1 | 104 | 3 | 5 | 1 | 1 | 100 | -1

Assay outcomes from PubChem.

These rows are one share of the data; rates above refer to the full screens.
